Screening results from PubChem.
PP1 counter = PP1-alpha phosphatase inhibitors, primary screen, counter-screen for PP5 inhibitor project, biochemical, fluorescence, OMFP substrate, single point | Serine/threonine-protein phosphatase PP1-alpha catalytic subunit (Homo sapiens), P62136 | purified PP1alpha | inhibition, % at 6.7 µM | 320,000 compounds, 0.9% hits;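 active = inhibition above the mean inhibition of all tested compounds plus 3 SD, computed separately for each screening campaign, cut at about 15% in these data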
Target sequence (P62136 whole entry, looked up): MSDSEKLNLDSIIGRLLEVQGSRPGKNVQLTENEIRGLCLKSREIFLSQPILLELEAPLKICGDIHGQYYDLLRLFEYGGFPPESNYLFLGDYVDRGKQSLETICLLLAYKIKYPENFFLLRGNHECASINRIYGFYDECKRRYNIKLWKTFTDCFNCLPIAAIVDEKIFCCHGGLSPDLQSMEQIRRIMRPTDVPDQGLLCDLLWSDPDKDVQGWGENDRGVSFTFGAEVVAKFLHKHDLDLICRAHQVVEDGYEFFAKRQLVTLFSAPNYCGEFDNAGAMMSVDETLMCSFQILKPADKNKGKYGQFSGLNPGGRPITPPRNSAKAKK
core dimer inh = inhibitors of HCV core protein dimerization, primary screen, biochemical, TR-FRET, high-throughput. TR-FRET GST/Flag-core106 dimerization, 1536-well. 300,000 compounds, 0.33% hits. inhibition, % at 5 µM;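 active = inhibition above the mean of all tested compounds plus 3 SD, set per screening campaign, cut at about 45% in these data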
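System: GST/Flag-tagged HCV core106 proteins. Incubation: compound-protein-antibody incubation 4 h at 22.5 °C. Technique: HTRF with 340 nm excitation, 617/671 nm emission. Medium: KF-containing HEPES buffer, pH 7.45, DTT, CHAPS, BSA. Read-out: inhibition (%) from 671 over 617 nm ratio. Also added: Eu(K)-anti-GST 90 ng/mL plus XL665-anti-Flag 1 µg/mL.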
ZTA counter = ZTA (EBV) inhibition in EBNA-1 counter-screen | inhibition, % at 11 µM | 320,000 compounds, 0.15% hits | ZTA-DNA binding, fluorescence polarization | AID 2234 | P03206; in the data active = inhibition above about 33%
Target sequence (P03206 whole entry, looked up): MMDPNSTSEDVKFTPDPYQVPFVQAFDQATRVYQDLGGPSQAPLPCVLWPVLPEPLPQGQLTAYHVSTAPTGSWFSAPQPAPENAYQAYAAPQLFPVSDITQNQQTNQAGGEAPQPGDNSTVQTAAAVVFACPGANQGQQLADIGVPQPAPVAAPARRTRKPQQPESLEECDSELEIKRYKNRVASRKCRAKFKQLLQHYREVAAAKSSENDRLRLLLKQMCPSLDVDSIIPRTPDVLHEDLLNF
GASC-1 inh = inhibitors of GASC-1 histone demethylase, primary screen, biochemical, fluorescence, DELFIA europium; Lysine-specific demethylase 4C (Homo sapiens), Q9H3R0; GST-JMJD2C(1-420) H3K9me3 demethylation; inhibition, % at 2.35 µM; 330,000 compounds, 0.069% hits;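 active = more than half of a compound's replicate wells show inhibition beyond 50%, single wells judged on their own value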;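 note: signal counts dimethyl H3K9 product captured on neutravidin plate; 0% = median of DMSO wells and 100% = 0.3 times that DMSO median; strong numbers were not always called active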
PP5 primary = PP5 phosphatase inhibitors, primary screen, biochemical, fluorescence. Serine/threonine-protein phosphatase 5 (Homo sapiens), P53041. 320,000 compounds, 0.18% hits. AID 1987, 2009. purified PP5c, OMFP substrate fluorescence. inhibition, % at 6.7 µM;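 active = inhibition above the campaign's mean inhibition across all tested compounds plus 3 SD, cut at about 9.5% in these data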;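 note: 0% = DMSO only and 100% = 100 µM cantharidin control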
Target sequence (P53041 whole entry, looked up): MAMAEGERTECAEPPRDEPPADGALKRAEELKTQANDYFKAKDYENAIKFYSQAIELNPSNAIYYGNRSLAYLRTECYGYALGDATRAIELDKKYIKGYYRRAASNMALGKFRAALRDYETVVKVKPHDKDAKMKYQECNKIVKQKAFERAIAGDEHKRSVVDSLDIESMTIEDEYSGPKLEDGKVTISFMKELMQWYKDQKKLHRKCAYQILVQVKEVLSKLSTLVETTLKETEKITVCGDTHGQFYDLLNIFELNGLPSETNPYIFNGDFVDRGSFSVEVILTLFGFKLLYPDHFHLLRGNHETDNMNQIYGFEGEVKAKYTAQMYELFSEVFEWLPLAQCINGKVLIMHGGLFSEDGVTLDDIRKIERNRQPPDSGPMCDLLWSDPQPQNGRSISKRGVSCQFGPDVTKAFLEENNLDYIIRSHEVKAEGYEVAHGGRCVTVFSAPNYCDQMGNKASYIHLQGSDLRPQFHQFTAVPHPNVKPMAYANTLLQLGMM
Fh CTSL1 inh = Fasciola hepatica cathepsin L1 inhibitors, primary screen, counter-screen for PFM18AAP inhibitor project, biochemical, QFRET, fluorogenic peptide substrate; recombinant F. hepatica cathepsin L1, Z-Leu-Arg-MCA fluorescence; inhibition, % at 5.96 µM; 300,000 compounds, 0.49% hits; AID 1906, 2009;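 active = inhibition above the mean of all tested compounds plus 3 SD, set per screening campaign, cut at about 17% in these data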;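 note: 0% = plate median of test compound wells and 100% = 1 µM Z-Phe-Ala-diazomethylketone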
TPT1 inhibitor = Candida albicans TPT1 enzyme inhibitors, primary screen, biochemical, fluorescence polarization; tRNA 2'-phosphotransferase TPT1 (Candida albicans SC5314); recombinant caTPT1, FP RNA substrate dephosphorylation; inhibition, % at 5 µM; 300,000 compounds, 0.81% hits; AID 1962, 2009;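 active = inhibition above the mean of all tested compounds plus 3 SD, set per screening campaign, cut at about 24% in these data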;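 note: plate controls were DMSO alone for no effect and ferristatin control at 100 nM for full effect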
EBNA-1 inhibitor = EBNA-1 DNA-binding inhibitors, primary screen, biochemical, fluorescence polarization | inhibition, % at 14.8 µM | 300,000 compounds, 0.34% hits | AID 1950, 2009; in the data active = inhibition above about 28%
CR mimetic SO = reduction of superoxide in aged yeast, primary screen, HTS. S. cerevisiae aged cells, superoxide DHE fluorescence; hits give low values. superoxide response (% of plate mean), % at 10 µM. 330,000 compounds, 0.18% hits;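 active = superoxide response under a set limit, about three screen SD below normal, cut at about 65% in these data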;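 note: yeast aged for seven days with compound at 30 °C before DHE staining; 100% = average MFI of all compound-treated wells on the plate with controls excluded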
Starred values were filed as active, the others as inactive.

How did c1ccc2c(c1)oc1c(N3CCOCC3)ncnc12 do in these assays?
PP1 counter: -1.6; core dimer inh: 3.5; ZTA counter: 4.5; GASC-1 inh: 0.1; PP5 primary: -5.7; Fh CTSL1 inh: -4.7; TPT1 inhibitor: 0.9; EBNA-1 inhibitor: -4.5; CR mimetic SO: 82.5

What do the screens show for `COc1ccc([C@H]2C=C(C(=O)O)O[C@@H](OCCCCO)C2)cc1`?
PP1 counter: 4.0; core dimer inh: -0.9; ZTA counter: -3.4; GASC-1 inh: 4.2; PP5 primary: 4.3; Fh CTSL1 inh: -2.9; TPT1 inhibitor: 0.8; EBNA-1 inhibitor: 4.9; CR mimetic SO: 92.5

What do the screens show for `O=C(NC1CCCCC1)c1cccc(Cn2cc(Cl)cn2)c1`?
PP1 counter: 0.5; core dimer inh: -1.2; ZTA counter: 1.3; GASC-1 inh: 8.0; PP5 primary: 2.6; Fh CTSL1 inh: -1.5; TPT1 inhibitor: 4.9; EBNA-1 inhibitor: 0.2; CR mimetic SO: 92.6

How did O=C1CCc2ccccc2N1 do in these assays?
PP1 counter: -4.3; core dimer inh: -1.7; ZTA counter: 11.7; GASC-1 inh: 9.9; PP5 primary: -1.4; Fh CTSL1 inh: -4.9; TPT1 inhibitor: -1.2; EBNA-1 inhibitor: 8.2; CR mimetic SO: 91.6

How did CC(C)[C@H](NC(=O)c1ccccc1F)C(=O)Nc1ccc(F)c(F)c1 do in these assays?
PP1 counter: -3.6; core dimer inh: -6.1; ZTA counter: 1.8; GASC-1 inh: -5.5; PP5 primary: 3.5; Fh CTSL1 inh: -0.1; TPT1 inhibitor: 0.1; EBNA-1 inhibitor: -21.4; CR mimetic SO: 97.1

What do the screens show for `CCN(Cc1ccccc1)S(=O)(=O)c1ccc(C(=O)N(CCCN(C)C)c2nc3cc(C)cc(C)c3s2)cc1`?
PP1 counter: 15.8*; core dimer inh: -10.2; ZTA counter: -17.2; GASC-1 inh: 107.0; PP5 primary: 3.6; Fh CTSL1 inh: -4.5; TPT1 inhibitor: 0.7; EBNA-1 inhibitor: -0.8; CR mimetic SO: 95.9

Results for Cc1nn(Cc2ccccc2Cl)c(C)c1C(=O)N(C)CC(=O)Nc1cccc(F)c1 ?
PP1 counter: -4.9; ZTA counter: 5.1; GASC-1 inh: 16.6; PP5 primary: 2.1; CR mimetic SO: 107.3

Results for CC(C)C(CCNC(=O)CN1C(=O)c2ccccc2C1=O)c1ccco1 (stereo not drawn) ?
PP1 counter: 0.5; core dimer inh: -0.1; ZTA counter: 10.5; GASC-1 inh: 4.5; PP5 primary: -0.1; Fh CTSL1 inh: 5.1; TPT1 inhibitor: -2.9; EBNA-1 inhibitor: -5.1; CR mimetic SO: 105.0

What do the screens show for `Cc1ccc(C2(c3noc(CN4C[C@@H](C)O[C@@H](C)C4)n3)CCCC2)cc1`?
PP1 counter: -2.9; core dimer inh: 0.3; ZTA counter: -7.9; GASC-1 inh: 5.6; PP5 primary: 0.0; Fh CTSL1 inh: 2.1; TPT1 inhibitor: 2.4; EBNA-1 inhibitor: 13.3; CR mimetic SO: 98.2

What do the screens show for `COc1ccc(S(=O)(=O)N2CCC(C(=O)N3CCCCCC3)CC2)cc1`?
PP1 counter: -3.3; core dimer inh: 0.3; ZTA counter: -3.3; GASC-1 inh: -0.2; PP5 primary: 1.5; Fh CTSL1 inh: -1.6; TPT1 inhibitor: -3.8; EBNA-1 inhibitor: -5.0; CR mimetic SO: 106.9

How did O=C(c1ccc(S(=O)(=O)N2CCCC2)cc1)N1CCCc2ccccc21 do in these assays?
PP1 counter: -0.3; core dimer inh: -1.2; ZTA counter: 9.1; GASC-1 inh: -1.0; PP5 primary: -1.9; Fh CTSL1 inh: -2.5; TPT1 inhibitor: -0.6; EBNA-1 inhibitor: 9.3; CR mimetic SO: 81.2

Results for Cc1ccc(/C=N/NC(=O)C2(O)c3ccccc3-c3ccccc32)o1 ?
PP1 counter: -2.7; core dimer inh: 1.5; ZTA counter: -8.7; GASC-1 inh: -1.5; PP5 primary: -1.1; Fh CTSL1 inh: 3.0; TPT1 inhibitor: -3.9; EBNA-1 inhibitor: -5.7; CR mimetic SO: 91.0

Reprinted from the part before: 2 entries, then new ones.
How did O=C(c1ccc(S(=O)(=O)N2CCCC2)cc1)N1CCCc2ccccc21 do in these assays?
PP1 counter: -0.3; core dimer inh: -1.2; ZTA counter: 9.1; GASC-1 inh: -1.0; PP5 primary: -1.9; Fh CTSL1 inh: -2.5; TPT1 inhibitor: -0.6; EBNA-1 inhibitor: 9.3; CR mimetic SO: 81.2

Results for Cc1ccc(/C=N/NC(=O)C2(O)c3ccccc3-c3ccccc32)o1 ?
PP1 counter: -2.7; core dimer inh: 1.5; ZTA counter: -8.7; GASC-1 inh: -1.5; PP5 primary: -1.1; Fh CTSL1 inh: 3.0; TPT1 inhibitor: -3.9; EBNA-1 inhibitor: -5.7; CR mimetic SO: 91.0

What do the screens show for `Cc1ccc(S(=O)(=O)CC(=O)Nc2nnc(C)s2)cc1`?
PP1 counter: -2.0; core dimer inh: 6.3; ZTA counter: 2.8; GASC-1 inh: 6.2; PP5 primary: -1.8; Fh CTSL1 inh: -3.4; TPT1 inhibitor: 0.9; EBNA-1 inhibitor: 12.3; CR mimetic SO: 118.0

How did O=C(CNc1cccc2ccccc12)N/N=C/c1ccc([N+](=O)[O-])o1 do in these assays?
PP1 counter: 2.0; core dimer inh: -0.5; ZTA counter: 12.0; GASC-1 inh: -1.4; PP5 primary: 2.3; Fh CTSL1 inh: 0.2; TPT1 inhibitor: -1.4; EBNA-1 inhibitor: 8.5; CR mimetic SO: 137.1

What do the screens show for `O=C(Nc1ccc(N2CCN(C(=O)c3ccco3)CC2)cc1)C(c1ccccc1)c1ccccc1`?
PP1 counter: 11.5; core dimer inh: 16.0; ZTA counter: 5.0; GASC-1 inh: -6.7; PP5 primary: 3.5; Fh CTSL1 inh: 0.2; TPT1 inhibitor: 0.1; EBNA-1 inhibitor: 9.6; CR mimetic SO: 94.6

Results for COC(=O)c1sc2nc[nH]c(=O)c2c1C ?
PP1 counter: -5.8; core dimer inh: 2.2; ZTA counter: 10.2; GASC-1 inh: 6.2; PP5 primary: 2.1; Fh CTSL1 inh: -3.7; TPT1 inhibitor: -0.3; EBNA-1 inhibitor: -0.1; CR mimetic SO: 100.3

How did C=CCN1C(=O)/C(=C/c2ccc(OC)cc2)S/C1=N/c1nccs1 do in these assays?
PP1 counter: 1.3; core dimer inh: -6.3; ZTA counter: -4.5; GASC-1 inh: -11.1; PP5 primary: -0.5; Fh CTSL1 inh: -5.0; TPT1 inhibitor: 3.7; EBNA-1 inhibitor: -10.7; CR mimetic SO: 113.7

Results for O=C(O)Cc1c[nH]c2cccc(O)c12 ?
PP1 counter: -4.7; core dimer inh: -36.0; ZTA counter: 17.7; GASC-1 inh: -1.2; PP5 primary: -0.1; Fh CTSL1 inh: -0.6; TPT1 inhibitor: -1.7; EBNA-1 inhibitor: -4.7; CR mimetic SO: 90.0

Results for CCn1cc(SCC(=O)NCC2CCCO2)c2ccccc21 (stereo not drawn) ?
PP1 counter: -0.7; core dimer inh: -15.6; ZTA counter: -3.3; GASC-1 inh: 1.5; PP5 primary: 3.9; Fh CTSL1 inh: -0.8; TPT1 inhibitor: -2.1; EBNA-1 inhibitor: -2.3; CR mimetic SO: 138.4

What do the screens show for `COc1ccc(NC(=O)CSc2nnc(-c3ccccc3C)n2N)cc1OC`?
PP1 counter: -2.2; core dimer inh: 2.0; ZTA counter: -4.5; GASC-1 inh: 15.7; PP5 primary: 1.8; Fh CTSL1 inh: -0.7; TPT1 inhibitor: 3.3; EBNA-1 inhibitor: -3.0; CR mimetic SO: 105.4

How did CC(C)=CCN1CCN(Cc2cccc3c2OCO3)CC1CCO (stereo not drawn) do in these assays?
PP1 counter: 0.9; core dimer inh: -0.2; ZTA counter: 13.8; GASC-1 inh: -17.8; PP5 primary: -0.2; Fh CTSL1 inh: -6.3; TPT1 inhibitor: -1.4; EBNA-1 inhibitor: 7.7; CR mimetic SO: 98.8

How did O=C(NCc1ccccc1)C1CCC(=O)N(CCCN2CCCC2=O)C1 (stereo not drawn) do in these assays?
PP1 counter: -3.6; core dimer inh: -5.4; ZTA counter: -0.8; GASC-1 inh: 4.4; PP5 primary: -0.3; Fh CTSL1 inh: 0.7; TPT1 inhibitor: -0.1; EBNA-1 inhibitor: -4.3; CR mimetic SO: 97.9

Results for COc1ccc(C(=O)NCC(=O)N2CCN(c3ccc(F)cc3)CC2)cc1 ?
PP1 counter: 2.2; core dimer inh: -2.1; ZTA counter: -4.4; GASC-1 inh: -2.2; PP5 primary: 1.8; Fh CTSL1 inh: -1.6; TPT1 inhibitor: -4.6; EBNA-1 inhibitor: -5.2; CR mimetic SO: 107.8

Results for CC(=O)c1cccc(NC(=O)CN(c2ccccc2)S(C)(=O)=O)c1 ?
PP1 counter: -2.4; core dimer inh: -1.1; ZTA counter: 6.1; GASC-1 inh: 5.5; PP5 primary: -0.8; Fh CTSL1 inh: -3.2; TPT1 inhibitor: -2.8; EBNA-1 inhibitor: 6.2; CR mimetic SO: 111.2

Results for O=C(CN(C(=O)CCC(=O)Nc1nccs1)c1ccccc1F)NCc1ccc2c(c1)OCO2 ?
PP1 counter: -2.6; core dimer inh: -3.3; ZTA counter: -1.9; GASC-1 inh: -11.7; PP5 primary: 2.5; Fh CTSL1 inh: 3.7; TPT1 inhibitor: 1.7; EBNA-1 inhibitor: -1.8; CR mimetic SO: 112.6

What do the screens show for `O=c1c2sccc2nc(SCc2cc(=O)n3cc(Br)ccc3n2)n1Cc1ccccn1`?
PP1 counter: 3.6; core dimer inh: 18.9; ZTA counter: -7.6; GASC-1 inh: 7.1; PP5 primary: -0.4; Fh CTSL1 inh: 1.9; TPT1 inhibitor: 1.1; EBNA-1 inhibitor: 5.1; CR mimetic SO: 108.6

Results for CCc1ccc(C(=O)COC(=O)c2cc([N+](=O)[O-])ccc2N2CCOCC2)cc1 ?
PP1 counter: -1.9; core dimer inh: 8.2; ZTA counter: 14.3; GASC-1 inh: 0.0; PP5 primary: 1.5; Fh CTSL1 inh: 8.4; TPT1 inhibitor: -1.2; EBNA-1 inhibitor: -12.7; CR mimetic SO: 90.8

Results for Cc1ccc(S(=O)(=O)N2CCN(C(=O)CSc3ccc(F)cc3)CC2)cc1 ?
PP1 counter: -0.6; core dimer inh: 0.2; ZTA counter: 2.8; GASC-1 inh: 16.1; PP5 primary: 0.1; Fh CTSL1 inh: 2.4; TPT1 inhibitor: 0.6; EBNA-1 inhibitor: 6.6; CR mimetic SO: 97.8

How did CC(C)c1ccc(NC(=O)[C@@H]2CCC(=O)N2C2OC(=O)c3ccccc32)cc1 (stereo partly drawn) do in these assays?
PP1 counter: -4.1; core dimer inh: -2.6; ZTA counter: -2.2; GASC-1 inh: 0.6; PP5 primary: -0.2; Fh CTSL1 inh: -4.0; TPT1 inhibitor: -0.5; EBNA-1 inhibitor: -3.0; CR mimetic SO: 104.5

Results for COc1ccc(OC)c(-n2c(=S)[nH]c3cc(C(=O)N4CCCCC4)ccc3c2=O)c1 ?
PP1 counter: -6.0; core dimer inh: 1.4; ZTA counter: 2.1; GASC-1 inh: 25.6; PP5 primary: 0.3; Fh CTSL1 inh: -1.8; TPT1 inhibitor: 0.2; EBNA-1 inhibitor: -5.9; CR mimetic SO: 105.7
